Vc quorum ag: induces V. cholerae light production without autoinducers; V. cholerae BH1578 lux reporter, luminescence, 6 h; actives 0.16% (n = 350,000); activation, % at 18.7 µM; AID 588436; in the data active = activation mostly above about 9.7%, no sharp cut-off; note: not every result past the cut was called active; inactives centre near 0; reference of the scale not given here
DUSP3 inh: blocks human VHR1 dual specificity phosphatase; P51452; recombinant VHR phosphatase, pNPP absorbance; inhibition, % at 13.3 µM; actives 0.52% (n = 290,000); AID 1654; in the data active = inhibition above about 50%; note: some compounds called inactive have numbers as strong as hits
Target sequence (P51452 whole entry, looked up): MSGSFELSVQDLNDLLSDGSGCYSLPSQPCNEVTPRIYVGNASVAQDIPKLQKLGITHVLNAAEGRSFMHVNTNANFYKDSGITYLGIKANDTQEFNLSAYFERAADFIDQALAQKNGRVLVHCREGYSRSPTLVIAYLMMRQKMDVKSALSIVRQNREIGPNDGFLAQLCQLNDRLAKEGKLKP
MazF activator: increases E. coli MazEF RNase cleavage of RNA. P0AE70. FAM/BHQ RNA-DNA oligo cleavage fluorescence, 5 h. actives 0.32% (n = 350,000). AID 504720. activation, % at 20 µM; in the data active = activation above about 50%
Target sequence (P0AE70 whole entry, looked up): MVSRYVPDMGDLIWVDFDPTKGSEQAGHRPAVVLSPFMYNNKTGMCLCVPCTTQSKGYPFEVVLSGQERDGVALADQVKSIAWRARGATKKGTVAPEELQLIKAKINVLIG
TcdB GH inh: TcdB glycohydrolase inhibition | P18177 | TcdB glycohydrolase enzymatic assay, plate reader | inhibition, % at 9.99 µM | actives 0.24% (n = 350,000); in the data active = inhibition above about 10%
Yp Topo-I inh: blocks Yersinia pestis topoisomerase I activity; Y. pestis Topo-I cleavage product accumulation, plate reader; activity, % at 10 µM; actives 0.064% (n = 360,000); AID 504884; in the data active = activity above about 50%, passing the limit was not always enough; note: inactives centre near 2
3CLpro inhibitor: SARS-CoV 3CLpro protease inhibition. actives 0.14% (n = 290,000). AID 1706. inhibition, % at 6 µM. recombinant SARS-CoV 3CLpro, quenched FRET peptide cleavage. P0C6X7; in the data active = inhibition above about 12%
Rv3671c inh: Rv3671c (M. tuberculosis) protease inhibition | P9WHR9 | inhibition, % at 5.96 µM | actives 0.048% (n = 320,000) | AID 2606; in the data active = inhibition above about 38%;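 note: extracellular domain of Rv3671c used as enzyme; 0% = enzyme with DMSO and 100% = no enzyme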
Target sequence (P9WHR9 whole entry, looked up, the tested form may be a part): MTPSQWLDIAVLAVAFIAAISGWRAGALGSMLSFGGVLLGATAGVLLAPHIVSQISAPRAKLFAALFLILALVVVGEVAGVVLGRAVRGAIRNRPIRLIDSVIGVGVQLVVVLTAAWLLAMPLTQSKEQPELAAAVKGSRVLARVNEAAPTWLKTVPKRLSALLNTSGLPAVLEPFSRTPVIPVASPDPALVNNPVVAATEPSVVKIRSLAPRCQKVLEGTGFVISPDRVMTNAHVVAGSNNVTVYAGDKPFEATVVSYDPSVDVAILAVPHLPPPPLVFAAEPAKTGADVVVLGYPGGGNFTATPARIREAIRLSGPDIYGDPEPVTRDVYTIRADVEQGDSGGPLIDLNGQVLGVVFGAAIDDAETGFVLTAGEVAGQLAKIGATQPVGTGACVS
PrPC TRFRET: cell surface PrPC inhibition, primary TR-FRET screen | TR-FRET read-out | actives 0.43% (n = 370,000) | inhibition, % at 13.8 µM; in the data active = inhibition above about 24%; note: 0% = median of the test wells and 100% = reference compound wells
PriA SSB inh: K. pneumoniae PriA-SSBct interaction inhibition. AlphaScreen SSBct-PriA binding, biotinylated peptide. inhibition, % at 33 µM. actives 0.6% (n = 430,000). AID 1272365; in the data active = inhibition mostly above about 37%, no sharp cut-off; inactive = mostly below about 20%;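 note: plate controls were negative control peptide for no effect and reference peptide for full effect; strong numbers were not always called active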
CCHF vOTU inh: blocks the CCHF virus ovarian tumor domain protease; CCHFV vOTU protease, Pep-AMC fluorescence; inhibition, % at 11.5 µM; actives 0.55% (n = 370,000); AID 651958; in the data active = inhibition above about 30%; note: 0% = vehicle wells with enzyme and 100% = no enzyme wells
An asterisk follows results filed as active; i = inactive; nt = not tested or not shown.

1	O=C(Nc1cccc(-c2nc3cccnc3s2)c1)c1cccnc1Cl
2	CCc1ccc(NC(=O)c2ccc3c(c2)C(=O)N(CCOC)C3Nc2ccc(CC)cc2)cc1 (stereo unspecified)
3	CCN1CCN(CCCNC(=O)C2CCCN(c3nnc(-n4cccc4)s3)C2)CC1 (stereo unspecified)
4	COC(=O)c1ccc2c(c1C(=O)OC)CN(S(=O)(=O)C(C)(C)C)[C@@H]2CCO
5	CN1CCN(CCOCCOc2ccc(Br)cc2Cl)CC1
6	O=C(NCc1cccc(F)c1)C1CCC(=O)N(CCCN2CCOCC2)C1 (stereo unspecified)
assay / compound	1	2	3	4	5	6
Yp Topo-I inh	0.1	7.2	-7.0	2.3	8.2	-6.1
DUSP3 inh	20.6	0.2	16.6	nt	-31.6	18.5
Vc quorum ag	-0.2	-0.2	nt	3.1	i	i
PriA SSB inh	-6.0	0.2	-2.6	2.4	8.9	-1.0
PrPC TRFRET	3.6	4.2	-5.5	3.8	-4.4	-4.1
Rv3671c inh	-13.5	4.1	1.0	nt	-0.8	-9.6
CCHF vOTU inh	14.1	-9.8	8.8	3.5	-8.9	0.1
TcdB GH inh	1.4	1.3	nt	2.2	1.1	0.1
MazF activator	14.1	-2.3	0.8	0.0	6.7	0.4
3CLpro inhibitor	-6.7	3.5	0.0	nt	3.6	-2.6

7	Cc1nc(SCCC(=O)O)c2cc(-c3ccccc3)sc2n1
8	CC(Nn1cnnc1)c1cc(Cl)ccc1O (stereo unspecified)
9	O=C(N/N=C\c1cccc(Cl)c1)c1ccc(Cn2cccn2)o1
10	COc1ccc2[nH]c(C)c(CCNC(=S)Nc3ccc(F)cc3)c2c1
11	Cc1ccc(-n2c(SCC(=O)Nc3ccc(Cl)cc3)nc(O)cc2=O)cc1
12	Cc1nc2ccccc2cc1C(=O)N/N=C/c1ccco1
assay / compound	7	8	9	10	11	12
Yp Topo-I inh	1.2	6.0	1.4	-15.4	0.7	1.7
DUSP3 inh	0.5	22.2	-18.0	-2.9	15.0	-0.5
Vc quorum ag	-0.3	-0.4	-0.3	0.6	i	-0.3
PriA SSB inh	2.5	-12.1	nt	29.5	6.1	nt
PrPC TRFRET	-5.1	-0.2	-5.4	4.0	-0.8	-3.5
Rv3671c inh	-2.0	-2.0	-1.4	-1.6	-69.1	7.0
CCHF vOTU inh	18.8	-4.3	3.3	3.8	15.4	-12.1
TcdB GH inh	-2.2	1.2	1.1	1.7	1.3	0.2
MazF activator	5.5	-23.3	1.3	-0.6	-8.6	3.0
3CLpro inhibitor	4.6	-3.3	-0.6	0.2	6.3	9.2

13	O=c1c2ccccc2nc2c3ccccc3c(NCc3cccnc3)nn12
14	O=C(Nc1ccc(Cl)cc1)c1ccc(-n2cncn2)c([N+](=O)[O-])c1
15	O=C1C[C@@H]2CCN3C(=O)CCC[C@@H]([C@H]23)[C@H]1Cc1ccccc1
16	CC(=O)O/N=C/c1c(NCc2ccccc2)nc2c(C)cccn2c1=O
17	Fc1ccc(-c2noc(C3CCN(Cc4cccnc4)CC3)n2)cc1
18	O=C(CS(=O)c1cccc(C(F)(F)F)c1)Nc1ccccc1Cl (stereo unspecified)
assay / compound	13	14	15	16	17	18
Yp Topo-I inh	1.3	-2.6	5.1	23.2	0.7	10.7
DUSP3 inh	26.2	10.8	nt	13.3	-3.9	28.7
Vc quorum ag	nt	-0.1	-1.5	-0.6	i	-2.9
PriA SSB inh	3.3	9.8	-10.6	nt	-3.1	-3.4
PrPC TRFRET	-1.4	-30.6	-6.4	10.5	5.7	6.7
Rv3671c inh	4.4	-4.0	nt	-3.2	-5.3	-7.5
CCHF vOTU inh	3.2	0.5	8.0	-10.6	3.6	-0.3
TcdB GH inh	-1.3	nt	0.2	2.2	nt	nt
MazF activator	-5.9	0.7	12.6	2.9	2.8	11.6
3CLpro inhibitor	1.3	2.1	nt	-3.5	-0.1	-7.3

19	CC(C(=O)Nc1ccc(F)cc1Cl)N1CCN(S(=O)(=O)c2cccs2)CC1 (stereo unspecified)
20	CCOC(=O)C1=CN(CC)S(=O)(=O)NC1c1cccc(OC)c1 (stereo unspecified)
21	COc1cc(/C=N/N(C)C)ccc1OC(=O)c1cccs1
22	CCCC(=O)Nc1ccc(C(=O)NCc2ccccn2)cc1
23	Cc1nc(N/N=C/c2ccc(Br)cc2)cc(N2CCOCC2)n1
24	Cc1ccc(-c2nn(C)c(=O)c3ccccc23)cc1S(=O)(=O)N1CCCC1
assay / compound	19	20	21	22	23	24
Yp Topo-I inh	9.4	3.8	-1.3	1.1	13.0	14.5
DUSP3 inh	nt	nt	13.9	8.5	11.4	15.1
Vc quorum ag	3.1	i	i	i	i	nt
PriA SSB inh	3.6	-5.9	nt	-11.8	nt	-10.8
PrPC TRFRET	-6.8	-4.0	3.1	-0.4	-5.2	-4.9
Rv3671c inh	8.2	nt	2.3	-0.7	2.6	2.4
CCHF vOTU inh	2.8	5.0	12.4	-6.1	11.6	-1.3
TcdB GH inh	1.0	0.2	0.6	0.8	-8.3	3.0
MazF activator	-4.1	8.1	3.2	0.3	8.4	5.1
3CLpro inhibitor	nt	nt	4.1	-0.4	-3.5	-3.6

Overlap with the part before: two entries, then new ones.
23	Cc1nc(N/N=C/c2ccc(Br)cc2)cc(N2CCOCC2)n1
24	Cc1ccc(-c2nn(C)c(=O)c3ccccc23)cc1S(=O)(=O)N1CCCC1
25	CCOC(=O)Cc1csc(NC(=O)CN2CCCCC2)n1
26	CCC(Oc1cc(Cl)ccc1Cl)C(=O)NNC(=O)CCC(=O)O (stereo unspecified)
27	C#CCOCCOCCOCCNc1nc(N2CCN(C(=O)[C@H](CCC(=O)O)n3cc(C(N)[C@H](C)CC)nn3)CC2)nc(N2CCN(C(=O)[C@H](CCC(=O)O)n3cc(C(N)[C@H](C)CC)nn3)CC2)n1 (stereo partly specified)
28	CS/C(N)=N/N=C/c1ccc2c(c1)OCO2
29	COc1ccc(C(O)c2ncc(-c3ccc4ccccc4c3)[nH]2)cc1F (stereo unspecified)
30	CN1C(=O)[C@H]2[C@@H](c3ccccc3)N[C@]3(CCCN(Cc4ccco4)C3=O)[C@H]2C1=O
assay / compound	23	24	25	26	27	28	29	30
Yp Topo-I inh	13.0	14.5	2.6	-9.6	23.0	-10.5	0.5	-3.9
DUSP3 inh	11.4	15.1	9.4	4.2	10.3	-2.8	nt	nt
Vc quorum ag	i	nt	i	0.1	0.1	-0.4	i	i
PriA SSB inh	nt	-10.8	-0.2	-2.0	-12.5	nt	nt	nt
PrPC TRFRET	-5.2	-4.9	9.5	-0.9	-2.3	0.2	2.5	-4.3
Rv3671c inh	2.6	2.4	3.3	7.3	-1.5	0.5	nt	nt
CCHF vOTU inh	11.6	-1.3	-9.7	9.6	-7.0	-1.0	-6.0	-3.6
TcdB GH inh	-8.3	3.0	2.1	nt	2.8	1.7	-0.9	0.9
MazF activator	8.4	5.1	-18.6	0.4	-9.1	-17.4	nt	3.9
3CLpro inhibitor	-3.5	-3.6	-5.1	-1.1	2.5	2.4	nt	nt

31	Cn1nc(N)c2ncc(C(Cl)(Cl)Cl)nc21
32	CC(NC1=CC(=O)c2cccnc2C1=O)C(O)c1ccccc1 (stereo unspecified)
33	S=C(NN=Cc1ccccn1)N(Cc1ccccn1)Cc1ccccn1
34	O=C(Nc1ccc(C(=O)N2CCOCC2)cc1)C1CCCC1
35	CCOC(=O)c1c(-c2cccs2)csc1NC(=O)CN(CC)CC
36	CCOC(=O)CNc1nc(C(C)(C)C)nc2c1nnn2Cc1ccccc1
assay / compound	31	32	33	34	35	36
Yp Topo-I inh	0.6	-15.1	9.1	3.3	-3.7	58.7*
DUSP3 inh	nt	nt	nt	nt	0.8	20.4
Vc quorum ag	i	i	nt	1.5	i	1.9
PriA SSB inh	nt	20.8	95.6*	0.6	-32.3	3.7
PrPC TRFRET	-8.4	-23.1	-4.2	2.0	-1.1	-1.7
Rv3671c inh	nt	nt	nt	nt	-3.1	6.7
CCHF vOTU inh	0.5	101.2*	-21.1	-5.4	22.3	7.7
TcdB GH inh	0.1	-1.6	-5.6	0.3	nt	0.6
MazF activator	2.9	13.3	7.0	-4.4	-8.4	-4.2
3CLpro inhibitor	nt	nt	nt	nt	4.7	-2.2

37	Cc1ccc(C)c(NC(=S)NNc2ccc(F)cc2F)c1
38	CCc1ccc(C(=O)NCc2ccc(Cl)cc2Cl)cc1
39	COc1ccccc1-c1coc2cc(O)cc(O)c2c1=O
40	NS(=O)(=O)c1ccc(CCNC(=O)Cc2ccccc2[N+](=O)[O-])cc1
41	C=CCN(C(=O)c1ccc2snnc2c1)c1ccccc1
42	COCCn1c(SCC(N)=O)nnc1-c1c[nH]c2ccccc12
assay / compound	37	38	39	40	41	42
Yp Topo-I inh	-7.6	20.1	-7.9	0.2	4.5	-1.6
DUSP3 inh	-58.1	-0.9	19.9	7.6	33.9	16.6
Vc quorum ag	i	-0.2	-0.2	0.7	-0.9	-0.2
PriA SSB inh	14.7	-33.5	9.3	-6.5	-12.5	25.0
PrPC TRFRET	2.2	15.2	-8.1	4.6	-1.8	-0.1
Rv3671c inh	-0.5	-1.1	5.3	nt	5.5	-4.4
CCHF vOTU inh	0.3	-7.8	10.2	2.1	1.2	-7.0
TcdB GH inh	0.1	nt	nt	-0.2	0.5	0.8
MazF activator	6.2	5.0	7.0	7.5	5.8	1.9
3CLpro inhibitor	0.0	2.1	-0.3	0.5	4.2	-1.6

43	CN(C(=O)NC1CCCCC1)c1ccccc1
44	Cn1nc([N+](=O)[O-])nc1Oc1ccccc1F
45	Cc1cc(C)n(-c2nc(SCCN3CCOCC3)c3c4c(sc3n2)CCCC4)n1
46	Cc1sc(NC(=O)c2oc3ccccc3c2C)c(C#N)c1C
47	Cc1ccc(Cl)c2c1NC(=O)C2(O)CC(=O)c1ccccc1O (stereo unspecified)
48	CC1(c2ccc(Cl)cc2Cl)OCC(Cn2cncn2)O1 (stereo unspecified)
49	Cc1cc(NC(=O)CSc2nnc(NC(=O)C3CC(=O)N(c4ccccc4)C3)s2)no1 (stereo unspecified)
50	COc1cc(OC)c2ccc(=O)oc2c1
assay / compound	43	44	45	46	47	48	49	50
Yp Topo-I inh	7.6	4.4	32.3	-2.4	1.3	6.2	3.1	-3.6
DUSP3 inh	19.7	34.8	nt	18.0	26.8	37.7	2.6	nt
Vc quorum ag	-0.3	-0.4	-0.4	-0.2	i	i	2.4	0.0
PriA SSB inh	-1.2	-4.1	4.2	-5.3	9.1	-0.3	9.7	-15.6
PrPC TRFRET	8.5	-15.7	-3.6	nt	-25.3	6.5	-2.3	0.6
Rv3671c inh	-0.8	1.8	nt	2.4	-2.1	2.4	-4.7	-5.6
CCHF vOTU inh	0.5	-8.4	7.1	nt	11.0	-2.7	-5.0	-266.0
TcdB GH inh	-1.2	1.6	1.3	0.0	nt	-0.4	1.5	0.7
MazF activator	7.1	5.6	17.1	-4.4	-0.8	9.8	0.0	-18.1
3CLpro inhibitor	1.7	-0.9	nt	-2.6	-1.9	5.2	-6.4	nt

Entries listed so far containing a thiophene ring, fused or not (six):
7	Cc1nc(SCCC(=O)O)c2cc(-c3ccccc3)sc2n1
19	CC(C(=O)Nc1ccc(F)cc1Cl)N1CCN(S(=O)(=O)c2cccs2)CC1 (stereo unspecified)
21	COc1cc(/C=N/N(C)C)ccc1OC(=O)c1cccs1
35	CCOC(=O)c1c(-c2cccs2)csc1NC(=O)CN(CC)CC
45	Cc1cc(C)n(-c2nc(SCCN3CCOCC3)c3c4c(sc3n2)CCCC4)n1
46	Cc1sc(NC(=O)c2oc3ccccc3c2C)c(C#N)c1C
assay / compound	7	19	21	35	45	46
Yp Topo-I inh	1.2	9.4	-1.3	-3.7	32.3	-2.4
DUSP3 inh	0.5	nt	13.9	0.8	nt	18.0
Vc quorum ag	-0.3	3.1	i	i	-0.4	-0.2
PriA SSB inh	2.5	3.6	nt	-32.3	4.2	-5.3
PrPC TRFRET	-5.1	-6.8	3.1	-1.1	-3.6	nt
Rv3671c inh	-2.0	8.2	2.3	-3.1	nt	2.4
CCHF vOTU inh	18.8	2.8	12.4	22.3	7.1	nt
TcdB GH inh	-2.2	1.0	0.6	nt	1.3	0.0
MazF activator	5.5	-4.1	3.2	-8.4	17.1	-4.4
3CLpro inhibitor	4.6	nt	4.1	4.7	nt	-2.6

Not all compounds are listed; the hit share may differ from the screen's.
